Source: PubChem
rat GALR2 ag: agonists of rat galanin receptor 2 (GALR2); cell-based GALR2 agonist screen; O08726; activation, % at 10 µM; hit rate 0.5% among 16,000; in the data active = activation above about 15%
Target sequence (O08726 whole entry, looked up): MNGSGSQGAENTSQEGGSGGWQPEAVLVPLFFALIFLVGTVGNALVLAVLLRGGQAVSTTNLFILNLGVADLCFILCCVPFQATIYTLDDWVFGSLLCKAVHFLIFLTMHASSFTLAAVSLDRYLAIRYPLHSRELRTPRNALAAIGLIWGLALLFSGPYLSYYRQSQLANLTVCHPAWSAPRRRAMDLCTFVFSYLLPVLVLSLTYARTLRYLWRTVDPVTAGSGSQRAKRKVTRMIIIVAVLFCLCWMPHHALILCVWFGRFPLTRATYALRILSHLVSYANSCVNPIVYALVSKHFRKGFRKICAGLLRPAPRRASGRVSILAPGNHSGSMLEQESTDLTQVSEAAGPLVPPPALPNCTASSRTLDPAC
TLR4 MyD88 blk: blocks binding of human TLR4 to MyD88. Cell-based TLR4-MyD88 binding inhibition assay. O00206. hit rate 0.06% among 16,000. AID 811. inhibition, % at 10 µM; in the data active = inhibition above about 45%
Nox1 inh: inhibitors of human NADPH oxidase 1 (Nox1) | Q9Y5S8 | HT29 cells, luminol chemiluminescence ROS | inhibition, % at 6.7 µM | hit rate 0.81% among 16,000 | AID 1792
S1P1 ag: S1P1 (human) receptor agonism; P21453; S1P1 agonist cell-based reporter assay; activation, % at 4.5 µM; hit rate 1.5% among 16,000; AID 1044; in the data active = activation above about 80%
OPRK1 antag MB: blocks the human kappa opioid receptor, Maybridge compounds. inhibition, % at 9 µM. OPRK1 cells, antagonist mode, fluorescence readout. hit rate 0.4% among 16,000. AID 652031; in the data active = inhibition above about 50%
Target sequence (P41145 whole entry, looked up): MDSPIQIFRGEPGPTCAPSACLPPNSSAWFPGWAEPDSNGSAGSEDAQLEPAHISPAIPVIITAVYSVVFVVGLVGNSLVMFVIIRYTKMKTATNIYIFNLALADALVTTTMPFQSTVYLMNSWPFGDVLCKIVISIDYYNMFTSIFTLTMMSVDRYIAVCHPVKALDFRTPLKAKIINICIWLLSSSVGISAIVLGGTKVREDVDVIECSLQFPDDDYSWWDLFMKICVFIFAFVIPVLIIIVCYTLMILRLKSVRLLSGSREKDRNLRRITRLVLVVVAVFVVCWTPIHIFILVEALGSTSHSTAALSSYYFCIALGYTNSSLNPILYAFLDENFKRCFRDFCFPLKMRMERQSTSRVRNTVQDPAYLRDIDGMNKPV
NOTCH agonist: activates NOTCH signaling in reporter cells. hit rate 0.4% among 15,000. NOTCH signaling luciferase reporter cells, luminescence. activation, % at 2.5 µM; in the data active = activation above about 2.2%
PME-1 Maybridge: Maybridge compound blocking human PME-1 | Q9Y570 | recombinant PME-1, FP-Rh probe fluorescence polarization | inhibition, % at 9 µM | hit rate 0.5% among 16,000 | AID 2291; in the data active = inhibition above about 30%
luminol inh ctr: counter-screen for Nox1 inhibitors: inhibitors of luminol chemiluminescence | inhibition, % at 6.7 µM | HRP/luminol/H2O2 chemiluminescence counterscreen | hit rate 0.4% among 16,000 | AID 1823; note: reference of the scale not given here
* hit, by the source's call; nt = not tested or not shown. Cut-off read from the data, not from the text of the source, unless noted: active = inhibition above about 75%; inactive = the rest. A portion of the library. The share of hits here may be higher or lower than overall.

SMILES	rat GALR2 ag	TLR4 MyD88 blk	Nox1 inh	S1P1 ag	OPRK1 antag MB	NOTCH agonist	PME-1 Maybridge	luminol inh ctr
COc1cc(CO)c(-c2c[nH][nH]c2=O)cc1OC	-6.1	-3.0	69.0	1.4	16.5	-0.5	-2.3	23.6
Cc1ccc(S(=O)(=O)CCN(CCS(=O)(=O)c2ccc(C)cc2)c2ncccn2)cc1	-4.2	8.8	-35.7	5.5	-21.5	-0.2	-1.8	1.6
O=C(NNc1cccc(Cl)c1)C1CCCCC1	-1.5	-2.8	42.1	-4.4	1.5	nt	-0.1	33.6
CC(=O)CSc1nnc(-c2ccccc2)n1-c1ccccc1	-6.1	-1.6	-23.6	-3.1	-3.1	-0.1	0.3	-0.8
COc1ccc(NC2=NC(C)(CO)CS2)cc1 (centres undefined)	-8.2	2.4	-40.0	-22.2	-5.3	nt	-2.4	-2.0
Cc1nn(-c2ccccc2)c2nc3nc(-c4ccc([N+](=O)[O-])cc4)[nH]c(=O)c3cc12	-7.8	5.1	-22.3	-7.6	2.0	-0.4	-2.4	4.3
COc1nc(-c2ccccc2)cc(-c2ccc3c(c2)OCO3)c1C#N	-9.5	-3.2	-43.1	1.7	23.9	-0.7	-1.3	4.1
Cc1onc(-c2c(Cl)cccc2Cl)c1C(=O)NCc1csc2ccccc12	-8.6	-6.5	5.8	16.7	-18.7	-0.8	-5.3	-2.4
CC(C)=NNc1nc2c(c(=O)n(C)c(=O)n2C)n1C	-1.4	-0.3	26.1	7.3	-9.1	0.6	-0.1	-3.7
Clc1cccc(N=NN2CCOCC2)c1Cl	-7.4	5.1	-34.0	12.2	12.5	-0.4	-0.7	-0.6

An excerpt of these results, with values under each structure.
Each structure is followed by: rat GALR2 ag	TLR4 MyD88 blk	Nox1 inh	S1P1 ag	OPRK1 antag MB	NOTCH agonist	PME-1 Maybridge	luminol inh ctr
COc1nc(-c2ccccc2)cc(-c2ccc3c(c2)OCO3)c1C#N
 : -9.5	-3.2	-43.1	1.7	23.9	-0.7	-1.3	4.1
Cc1ccc(S(=O)(=O)CCN(CCS(=O)(=O)c2ccc(C)cc2)c2ncccn2)cc1
 : -4.2	8.8	-35.7	5.5	-21.5	-0.2	-1.8	1.6
Clc1cccc(N=NN2CCOCC2)c1Cl
 : -7.4	5.1	-34.0	12.2	12.5	-0.4	-0.7	-0.6
Cc1nn(-c2ccccc2)c2nc3nc(-c4ccc([N+](=O)[O-])cc4)[nH]c(=O)c3cc12
 : -7.8	5.1	-22.3	-7.6	2.0	-0.4	-2.4	4.3
COc1ccc(NC2=NC(C)(CO)CS2)cc1 (centres undefined)
 : -8.2	2.4	-40.0	-22.2	-5.3	nt	-2.4	-2.0
COc1cc(CO)c(-c2c[nH][nH]c2=O)cc1OC
 : -6.1	-3.0	69.0	1.4	16.5	-0.5	-2.3	23.6

Back to the main list with the 2 entries that preceded the break.
SMILES	rat GALR2 ag	TLR4 MyD88 blk	Nox1 inh	S1P1 ag	OPRK1 antag MB	NOTCH agonist	PME-1 Maybridge	luminol inh ctr
CC(C)=NNc1nc2c(c(=O)n(C)c(=O)n2C)n1C	-1.4	-0.3	26.1	7.3	-9.1	0.6	-0.1	-3.7
Clc1cccc(N=NN2CCOCC2)c1Cl	-7.4	5.1	-34.0	12.2	12.5	-0.4	-0.7	-0.6
Cc1nnsc1C(=O)Nc1ccc2c(c1)OCCO2	-6.8	-3.6	-7.4	-22.7	6.3	-0.1	0.9	-2.4
Cc1ccc(N2C(=O)C=C(Sc3ccc(C(C)(C)C)cc3)C2=O)cc1	-6.5	-10.2	-5.0	-17.0	1.0	nt	1.0	-5.9
Cn1nc(C(C)(C)C)cc1N	-4.2	-11.3	-4.8	-10.8	16.8	0.3	0.9	-5.4
Cc1nnsc1C(=O)Nc1cccc(N)c1	4.8	7.7	-40.5	75.9	3.5	-0.6	-2.1	1.3
CSc1nc(N)nc(-c2cccs2)n1	6.2	6.5	-53.0	-33.8	5.0	-0.1	-0.2	0.3
CCOC(=O)c1cc(-c2csc(CS(=O)(=O)Cc3cccc(C(F)(F)F)c3)n2)on1	-0.8	-3.5	7.6	-14.6	3.2	-0.2	-2.4	-3.8
CC(C)c1ccc(NC(=O)NC(=O)c2ncon2)cc1	-5.7	-4.4	3.6	35.5	12.0	-0.3	-3.5	-11.0
CCc1cc(S(N)(=O)=O)cc(CC)c1NC(C)=O	-6.7	12.7	-53.9	7.7	8.8	-0.3	-0.8	1.2
Cn1nccc1NC(=O)c1ccccc1C(=O)O	-5.2	-10.9	5.8	-6.2	6.4	-0.6	8.9	-5.1
Oc1[nH]c2ccc(F)cc2c1N=NC(=S)NC1CC2C=CC1C2 (centres undefined)	-9.6	-1.4	1.4	-13.7	-5.5	-0.9	3.7	2.5
CCOCCOc1ccc2oc(C(=O)CC(=O)OCC)cc(=O)c2c1	-6.2	7.2	-67.1	1.2	-13.6	-0.1	3.3	0.1
COc1ccccc1N1CC(C)(C)C(=O)NC1=S	-4.0	6.2	-1.1	-11.3	11.5	-0.2	2.8	-2.5
O=C(Nc1cccc(-c2cnco2)c1)C1COc2ccccc2O1 (centres undefined)	-1.9	-0.2	-33.3	-8.4	-12.7	-0.5	-0.3	-1.6
Cc1ccc(S(=O)(=O)N2CCCCC2)cc1	-6.7	-0.9	-9.7	0.8	4.8	-0.9	4.0	-0.7
COc1ccc(Nc2ncnc(-n3cccc3)n2)c(OC)c1	-6.3	-8.7	-21.3	-16.6	3.1	-1.3	4.7	-6.4
CCOC(=O)c1cc(OC(C)=O)c2ccc(OC)c(OC)c2c1	-6.9	6.9	-43.5	-24.8	-1.6	-0.4	-0.3	5.3
Cc1c(NS(=O)(=O)c2ccc(-c3ccon3)s2)c(=O)n(-c2ccccc2)n1C	-4.3	1.0	31.6	7.1	2.2	-0.1	1.1	1.9
CC1(C)CC(=O)C=C(Sc2nc3cc(Cl)ccc3s2)C1	-4.0	-0.2	-6.0	-31.9	45.6	-0.2	10.9	-6.6
S=c1[nH]cnc2sc(-c3ccccc3)cc12	-3.3	-5.0	-36.0	9.1	4.9	-0.1	2.8	-1.2
NC(=O)C1=CN(Cc2c(Cl)cccc2Cl)CCC1C(F)(F)F (centres undefined)	-5.8	-1.4	-18.4	4.8	2.0	-1.0	-0.3	4.4
CCOC(=O)c1c(NC(=O)c2ccco2)sc(C)c1-c1ccccc1	-6.1	5.4	-31.4	-13.3	-16.1	-1.0	-3.6	-0.4
FC(F)(F)c1ccc(-c2noc(-c3ccno3)n2)nc1	-3.2	-6.3	-11.4	-3.8	0.2	0.2	3.7	-5.0
O=[N+]([O-])c1cc(Cl)c(-n2cccc2)cc1N1CCOCC1	-3.8	-5.4	-13.2	10.5	-1.9	-0.2	0.2	2.0
O=C1CNC(=S)N1CCCn1ccnc1	-9.0	-3.5	-10.8	-6.8	6.2	0.7	1.6	8.8
Cc1ccc(S(=O)(=O)Nc2cccnc2Oc2ccc(Cl)cc2)cc1	-6.4	-9.8	5.4	4.7	-42.3	-0.1	7.7	-4.0
Cc1cc(C)n(-c2ccc(SCc3ccc(Cl)cc3)nn2)n1	-6.8	1.3	-13.2	33.7	-13.2	0.8	1.0	-6.2
CCCCCCNC(=O)OCCCCCCNC(=O)OC1CCN(Cc2ccccc2)CC1	-5.5	-77.5	-36.0	-2.3	-5.2	-0.8	0.4	-0.4
O=C(O)C12CC3CC(CC(Cl)(C3)C1)C2	-6.5	-3.7	-13.9	-8.8	13.3	-0.7	3.9	-2.3
Cc1ccccc1C(=O)NNC(=O)c1ccccc1C1=NCCCN1	-2.8	5.0	-44.0	0.2	-4.3	-1.2	5.7	4.6
O=S(=O)(CCN1CCN(Cc2ccccc2)CC1)c1ccc(Cl)cc1	-7.5	-1.9	-57.2	-23.0	-10.3	0.0	-0.8	2.8
O=C(/C=C/S/C=C/C(=O)c1ccc(F)cc1)c1ccc(F)cc1	-1.9	-6.7	18.6	6.7	-3.7	-1.0	4.6	-4.5
Cn1c(C(F)(F)F)n[nH]c1=S	-8.6	-13.7	2.6	-17.1	-1.7	-0.2	2.2	-4.3
Cc1ccccc1C(=O)Nc1nc2c(C)csc2c(=O)s1	-5.6	-8.4	-59.2	-0.5	2.0	-1.0	-5.2	-1.1
Cn1ccnc1S(=O)(=O)/C(C#N)=C/c1ccc(C(F)(F)F)cc1	-10.0	-3.9	-25.0	5.9	-5.2	nt	-1.3	5.6
C/C(=N\OC(=O)c1ccc(C(F)(F)F)cc1)c1ccc[nH]1	-2.7	8.8	-38.1	-3.0	-12.8	-0.1	-3.6	3.6
NS(=O)(=O)c1ccc(NC(=O)c2cc(F)cc3c2OCOC3)cc1	-5.2	-5.1	-31.6	-3.6	-6.7	0.2	0.0	-0.8
COc1cc(N=Cc2cc(OC)c(OC)c(OC)c2)c(OC)cc1Cl	-3.0	5.7	-5.9	-13.7	-1.7	-0.5	-2.4	-20.0
Clc1ccc(-c2nnc(SCC3CC3)o2)cc1	-6.2	-5.0	-70.8	6.8	0.2	-0.2	-2.8	2.3
C=CCn1c(SC(C(C)=O)C(=O)OCC)nnc1-c1cnn(-c2ccccc2)c1N (centres undefined)	-10.7	-1.7	18.9	-11.4	-11.2	-0.2	0.1	20.9
O=C1OCCN/C1=C/C(=O)c1ccccc1	-6.1	-3.1	-150.8	-5.9	-11.4	-0.2	-1.8	2.8
O=C1CCC(c2ccc(F)cc2)=NN1c1ccc([N+](=O)[O-])cc1	-8.2	7.2	-11.6	6.3	-8.5	-5.6	2.2	-2.5
Cc1ccc(S(=O)(=O)NC(=O)Nc2c(C)n(C)n(-c3ccccc3)c2=O)cc1	-5.0	-0.2	92.4*	17.3	27.4	0.0	5.6	-4.1
COC(=O)[C@H](Cc1ccc(O)cc1)NC(=O)c1cccc(Cl)c1	-8.4	-10.1	-0.9	1.4	5.2	1.5	-0.6	-22.6
O=C(NCc1ccc(F)cc1F)c1cc(C(F)(F)F)cc(C(F)(F)F)c1	-3.6	-2.8	12.5	-5.7	2.1	0.1	-3.0	-4.5
COC(=O)c1cccc(NC(=O)CC2C(=O)NCCN2C(=O)c2ccccc2)c1 (centres undefined)	-4.3	-0.1	-26.8	-19.5	-11.5	-0.2	-3.8	-1.4
NC(=O)c1nnn(Cc2ccccc2Cl)c1N	-3.4	6.1	3.8	5.3	5.6	-0.2	2.8	-0.6
COc1ccc(OC)c2c(=O)cc(C(=O)O)oc12	-7.3	6.2	-29.0	-6.0	10.8	-0.1	-1.7	2.4
O=C1CSCC(=O)N1c1ccc(F)c(F)c1F	-7.1	-0.8	-26.6	-1.6	6.9	0.1	1.2	1.5
O=C(Nc1ccc2c(c1)OCCO2)c1ccc(Oc2cc(Cl)cc(Cl)c2)o1	-6.9	5.3	2.7	-11.7	9.5	-0.2	-9.2	-0.7
Cc1ccc2oc(=O)n(CC(=O)N3CCOCC3)c2c1	-3.4	-12.8	-9.6	-18.1	22.7	0.3	5.0	-5.9

Next results:
SMILES	rat GALR2 ag	TLR4 MyD88 blk	Nox1 inh	S1P1 ag	OPRK1 antag MB	NOTCH agonist	PME-1 Maybridge	luminol inh ctr
CC(C)=NNC(=S)NC1CC2CCC1C2 (centres undefined)	-5.1	-1.7	-18.6	-33.7	-10.5	0.0	0.7	3.4
CC(C)(C)SCC(=O)c1ccc2c(c1)CCC(=O)N2	-3.8	-164.9	-35.2	1.5	-19.1	-0.2	-8.6	3.5
CC12C=CC(=O)C1(C)C(=O)C=C2 (centres undefined)	-8.1	-14.8	6.5	-10.2	9.3	-0.7	6.2	-9.2
CC(C)(C)c1cc(C(=O)NCc2ccc(C#N)cc2)n(Cc2ccccc2)n1	-9.1	-6.7	-23.8	5.1	1.6	-0.4	-2.4	0.2
CCOC(=O)c1ccc(N2CCCCC2)c(NS(=O)(=O)c2ccc(C)cc2)c1	-6.8	0.1	-39.1	18.7	-9.3	-0.1	-2.2	7.9
CCOC(=O)c1c(N)c2cc([N+](=O)[O-])ccc2n1C	-6.6	-2.3	0.0	-20.1	-12.9	-0.7	1.7	0.3
Cc1nn(Cc2nnc(SCc3ccc(Cl)cc3)n2C)c(C)c1[N+](=O)[O-]	-7.0	0.5	-0.9	7.3	1.0	-0.3	4.5	-2.3
COc1ccc([N+](=O)[O-])c(OC)c1C(=O)NC(=O)Nc1nc(C)cc(C)n1	-5.9	-10.7	15.2	-9.3	-3.8	0.8	8.4	-5.1
Cc1ccc([N+](=O)[O-])c(C(=O)N/N=C(\N)c2ccccn2)c1	-9.2	6.1	-28.0	8.9	-7.8	-0.5	-0.1	3.2
CC(=O)Nc1cc(N=Cc2cc(Cl)cc(Cl)c2O)ccc1C	5.3	nt	-79.3	-7.5	29.8	-0.1	-0.1	-1.4
O=C(O)c1nccnc1C(=O)Nc1ccc(-n2ccc(C(F)(F)F)n2)cc1	-5.3	9.3	-33.3	11.5	11.7	-0.2	-5.1	3.4
